Assay outcomes (PubChem BioAssay)
HTR1E antagonist = blocks the human 5-HT1E serotonin receptor. 65,000 tested, 0.99% active. P28566. CHO 5-HT1E Ga15 NFAT-bla reporter, FRET, antagonist. inhibition, % at 6 µM;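 active = inhibition above a set limit, the mean inhibition across every tested compound plus 3 SD, cut at about 29% in these data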;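 note: signal is the 460 over 535 nm emission ratio of beta-lactamase substrate; 0% = agonist plus DMSO wells and 100% = wells without agonist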
S1P1 ag-PAM = S1P1 (human) agonism or agonism potentiation. activation, % at 9.5 µM. P21453. AID 449. 56,000 tested, 0.57% active. S1P1 CRE-bla cells, forskolin, beta-lactamase FRET, potentiator mode; S1P1 agonist co-added at EC20, 2 nM; 100% = saturating reference agonist, 0% = basal;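 active = activation above a cutoff set at the mean activation of all tested compounds plus 3 SD, cut at about 54% in these data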;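 note: forskolin at 4 µM as EC80 and the EC20 agonist is SEW2871; 100% = SEW2871 at its EC100 plus forskolin at EC80; some compounds past the cut are filed as inactive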
M1 ag = activates the M1 muscarinic receptor. CHO-M1 cells, Fluo-4 calcium fluorescence, agonist mode; stronger effect = higher value. 64,000 tested, 3% active. AID 626. B-score at 10 µM;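 active = fluorescence rise, raw or as B-score row- and column-corrected plate score, outside the 99.7% band of its plate's samples, either direction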
S1P3 agonist = activates the human S1P3 receptor; S1P3 NFAT-BLA reporter cells, agonism, FRET ratio; relative to 1 µM S1P, basal subtracted; activation, % at 4.5 µM; 60,000 tested, 0.1% active;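 active = activation above the screen-wide mean plus 3 SD, cut at about 4.5% in these data, passing the limit was not always enough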; note: some compounds called inactive have numbers as strong as hits
Target sequence (Q99500 whole entry, looked up): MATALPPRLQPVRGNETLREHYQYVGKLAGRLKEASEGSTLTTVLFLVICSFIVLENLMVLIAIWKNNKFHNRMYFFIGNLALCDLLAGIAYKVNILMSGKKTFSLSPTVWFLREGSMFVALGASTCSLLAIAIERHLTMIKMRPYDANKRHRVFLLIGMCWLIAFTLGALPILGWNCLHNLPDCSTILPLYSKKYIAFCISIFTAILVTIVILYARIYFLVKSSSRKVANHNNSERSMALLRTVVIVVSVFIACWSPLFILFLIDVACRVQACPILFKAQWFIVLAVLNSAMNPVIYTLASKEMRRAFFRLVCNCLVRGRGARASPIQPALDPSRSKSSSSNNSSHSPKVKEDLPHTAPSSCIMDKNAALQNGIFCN
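Material: Human S1P3 NFAT-BLA reporter CHO cells | Incubation: Overnight plating, 4 h compound 37 °C, 2 h substrate RT | Signal: FRET β-lactamase substrate fluorescence, excitation 405 nm, 460/535 nm emission ratio, background-subtracted | Compound: 4.5 µM final, single dose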
HTR1E agonist = activates the human 5-HT1E serotonin receptor | CHO 5-HT1E Ga15 NFAT-bla reporter, FRET; 0% DMSO wells, 100% control agonist wells | activation, % at 6 µM | 65,000 tested, 0.69% active | AID 574;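 active = activation above a set limit, the screen-wide mean activation plus 3 SD, cut at about 8.5% in these data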;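 note: 100% = positive control agonist at 1 µM giving full maximal response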
5HT1a antag = antagonists of human 5-HT1a serotonin receptor | P08908 | CHO 5-HT1a Ga15 NFAT-bla reporter, antagonist mode | inhibition, % at 10 µM | 62,000 tested, 0.68% active | AID 612;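 active = inhibition above the mean of all tested compounds plus 3 SD, cut at about 43% in these data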;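 note: receptor stimulated by 5-CT agonist at 100 nM near EC80; beta-lactamase reporter measured by ratiometric fluorescence of a cleavable substrate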
Jurkat tox 60K = cytotoxic compounds reducing Jurkat cell viability; Jurkat E6.1 viability, ATP luminescence, 48 h; inhibition, % at 4 µM; 56,000 tested, 1.2% active;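 active = inhibition above the mean inhibition of all tested compounds plus 3 SD, cut at about 28% in these data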
5HT1a ag = agonists of human 5-HT1a serotonin receptor | P08908 | CHO 5-HT1a Ga15 NFAT-bla reporter, FRET ratio; 0% basal, 100% maximal reference agonist | activation, % at 10 µM | 65,000 tested, 0.56% active | AID 567;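 active = activation above the screen-wide mean activation plus 3 SD, cut at about 19% in these data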;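 note: 0% = DMSO wells and 100% = 5-CT at EC100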
M1 antag = antagonists of rat M1 muscarinic receptor. B-score at 10 µM. P08482. AID 628. 64,000 tested, 3.4% active. CHO-M1 cells, Fluo-4 calcium, ACh EC80 antagonist mode; stronger effect = lower value;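 active = calcium fluorescence response, raw or row-and-column corrected B-score, differing from the plate sample mean either way at a set confidence level, mostly lower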
Target sequence (P08482 whole entry, looked up): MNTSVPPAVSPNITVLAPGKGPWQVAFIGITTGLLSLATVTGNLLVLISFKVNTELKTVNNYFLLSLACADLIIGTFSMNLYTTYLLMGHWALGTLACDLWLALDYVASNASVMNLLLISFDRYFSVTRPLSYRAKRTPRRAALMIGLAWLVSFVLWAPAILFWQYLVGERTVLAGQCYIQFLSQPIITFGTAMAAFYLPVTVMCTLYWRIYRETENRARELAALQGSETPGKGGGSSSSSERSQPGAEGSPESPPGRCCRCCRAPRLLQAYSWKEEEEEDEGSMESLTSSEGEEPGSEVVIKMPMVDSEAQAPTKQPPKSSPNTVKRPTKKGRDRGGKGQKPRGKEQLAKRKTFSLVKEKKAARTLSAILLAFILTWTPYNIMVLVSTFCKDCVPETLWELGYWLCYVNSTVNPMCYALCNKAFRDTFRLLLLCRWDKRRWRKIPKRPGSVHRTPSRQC
Active calls of the source: *; . = not tested or not shown.

SMILES	HTR1E antagonist	S1P1 ag-PAM	M1 ag	S1P3 agonist	HTR1E agonist	5HT1a antag	Jurkat tox 60K	5HT1a ag	M1 antag
Cc1c(OCC(=O)OC(C)(C)C)ccc2c3c(c(=O)oc12)CCC3	11	-5	-0.31	-1.0	-0.7	-17	6	0.7	2.2
COc1cc(NC(=O)Cc2nn(C)c(=O)c3ccccc23)cc(OC)c1	1	.	0.79	.	0.8	-2	.	-5.6	-1
CC(C)COP(=O)(c1ccc(N(C)C)cc1)C(O)c1ccccc1F (configuration not stated)	2	6	0.87	-1.6	-0.8	8	1	0.4	0.34
CCOC(=O)/C(C#N)=C1/C=CN(C)C=N1	2	0	-0.1	-0.5	0.3	-1	-6	-2.7	0.4
Cc1ccn2cc(C(=O)Nc3nnc(C)s3)nc2c1	4	-3	0.17	0.2	1.2	-2	-1	-2.8	0.058
Cc1ccc(C)n1C(Cc1ccccc1)C(=O)O (configuration not stated)	0	-1	-0.97	-0.1	-1.2	-10	4	-4.6	0.94
Cc1cc(C)n2c(SCc3ccc(C#N)cc3)nnc2n1	11	-29	-0.34	-0.9	-1.0	4	-9	2.1	-0.056
CCC(=O)N(CCCN(C)C)c1nc(-c2cc(OC)ccc2OC)cs1	8	-13	-1.1	-1.3	0.5	7	7	-1.7	0.02
CC1CCCC(C)N1C(=O)CN1C(=O)C(C)(C)Oc2ccc(C(=O)NC3CCCCC3)cc21 (configuration not stated)	5	8	-0.6	-0.6	0.0	-10	4	-1.8	-0.56
Oc1ccccc1C1Nc2cccc3cccc(c23)N1	10	6	2.7*	-1.3	-0.6	4	3	-4.1	0.034
Cc1ccc(C(=O)COC(=O)c2ccc(Br)o2)cc1C	3	.	-0.036	.	-1.2	-9	.	0.3	-0.52
O=C(Cn1c(C(=O)N2CCc3ccccc3C2)cc2sccc21)c1ccccc1	2	3	0.22	-1.5	-0.1	44*	1	-3.2	0.23
O=C(CN1CCC(O)(c2ccccc2F)CC1)NCCc1c[nH]c2ccccc12	2	-6	-0.021	-1.0	1.0	8	5	0.2	-1.3
COc1cccc(NC(=O)CCN2CCC(C(N)=O)CC2)c1	-8	-23	.	-0.1	0.2	-14	4	-0.8	.
O=C(O)COc1c(F)c(F)c(C(F)(F)F)c(F)c1F	-5	-9	.	-4.1	0.0	-20	-2	1.6	.
COc1cc(NC(=O)C2CCN(S(=O)(=O)c3cccnc3)CC2)cc(OC)c1OC	-5	.	-0.11	.	-0.6	5	.	0.8	-0.032
COc1ccccc1NC(=O)C1=C(C)NC(SCC(=O)c2ccccc2)=C(C#N)C1c1ccco1 (configuration not stated)	9	-4	.	-1.3	0.4	35	9	-2.9	.
Cc1cc(N2CC(C(=O)O)CC2=O)ccc1Br (configuration not stated)	10	-31	1.5	-0.3	-0.1	-2	1	-5.7	1.6
CC(=O)Nc1cccc(NC(=O)C2CCCN2C(=O)Nc2ccc(C)cc2)c1 (configuration not stated)	-6	.	-0.25	.	0.0	-5	.	-0.3	-0.024
COc1cccc(C(=O)NC2=NCCS2)c1OC	10	-15	0.054	-0.7	-1.1	5	0	-1.1	-0.0051
O=C(CSc1nnc(CNc2ccc(F)cc2)n1Cc1ccccc1)N1CCOCC1	5	29	-0.25	0.3	-0.6	-6	10	-0.3	0.071
CC(C)N(C(=O)CN(C#N)c1nc(N(C)C)nc(N(C)C)n1)c1ccccc1	-6	.	-3.2*	-1.0	-0.2	-4	-3	2.0	-0.7
CC(C)CNC(=O)c1cccc(C(=O)NCC(C)C)c1	2	-2	0	-0.9	-0.3	13	-3	-3.3	-0.059
Cc1cccc(N2CCN(C3=NC(=O)C(=C4CCCCC4)S3)CC2)c1	-3	28	-0.83	-2.0	1.7	25	4	1.5	0.14
CCOC(=O)C1CCCN(C(=O)C(C)Oc2ccc(Cl)cc2Cl)C1 (configuration not stated)	5	.	4.5*	.	-1.7	27	.	-0.9	0.14
COC(=O)Cn1c(CCS(=O)(=O)c2ccc(C)c(C)c2)nc2ccccc21	7	6	0.24	0.4	-0.3	-8	7	-0.3	0.17
CC(NS(=O)(=O)c1ccc(CCC(=O)N2CCN(C)CC2)cc1)c1ccccc1 (configuration not stated)	-5	.	-2	-0.5	-0.9	-5	2	-3.0	-1.2
CCCn1nnc(NC(=O)c2sc3ccccc3c2Cl)n1	-2	8	0.021	-1.7	-0.2	5	1	-3.0	0.081
COc1ccc(/C(O)=C2/C(=O)C(=O)N(CCCN(C)C)C2c2ccccc2)cc1Cl (configuration not stated)	-1	12	-0.95	-4.6	0.0	.	.	-2.5	-0.67
Cc1cc2nc(NC3=NCN(CCCN4CCOCC4)CN3)nc(C)c2cc1C	-2	-5	0.37	-1.4	-0.4	-1	12	-1.0	-14*
O=c1oc2ccccc2c2c1ncn2CCN1CCOCC1	4	-15	0.98	-0.7	-0.1	-8	-4	-0.8	0.037
CCC(NC(C)C)C(O)c1ccc(O)c(O)c1 (configuration not stated)	0	2	0.55	-2.0	-0.9	.	.	-5.1	-14*
Cn1c(-c2ccc3c(c2)OCO3)cnc1NCc1ccccc1	17	4	0.077	-0.9	-0.1	-4	0	0.0	-5.3*
CCOC(=O)c1c(C)c(C(=O)NCc2ccco2)c(C)n1Cc1ccccc1	3	-2	-0.25	-0.3	-0.8	20	5	-2.9	1.2
COc1ccc(OC)c(NC(=O)CSc2nnc(CNC(=O)COc3ccc(Cl)cc3)o2)c1	-14	-9	-1.6	-1.0	-0.3	-5	1	-0.6	1.1
Cc1ccc2c(Cl)cc(Cl)c(OCc3c(C)noc3C)c2n1	-1	0	0.36	2.2	-0.4	25	-2	-3.4	0.26
COc1cccc(N(CC(=O)O)S(=O)(=O)c2ccccc2)c1	-2	.	-0.0091	-0.4	0.6	-1	8	-0.6	-0.39
COC(=O)c1ccccc1NC(=O)CSc1nnc(Cc2ccc(Cl)cc2)o1	-26	-14	0.035	-0.6	-0.6	1	-1	-0.5	-0.83
c1ccc(Cn2c(SCCN3CCOCC3)nnc2-c2cccnc2)cc1	-6	-1	0.78	-0.7	0.4	-9	0	-0.5	0.8
CCn1c2ccccc2c2nc3ccccc3nc21	32*	-82	-0.038	0.6	0.4	-9	2	0.8	0.013
O=S1(=O)c2cccc3cccc(c23)N1Cc1ccc(-c2nnco2)cc1	15	16	0.22	-1.0	0.4	1	3	-2.7	-0.12
O=C1Nc2ccccc2SC(c2ccccc2)C1O (configuration not stated)	5	16	0.24	-0.3	0.2	17	-11	-2.9	-0.02
Oc1[nH]c2ccccc2c1C=Nc1ccc2c(c1)OCO2	-4	-12	-0.49	-0.1	0.5	-1	-5	-1.1	-0.17
COC(=O)c1nc(C(=O)OC)c(C(=O)OC)nc1C(=O)OC	-5	-11	-0.44	1.0	-0.1	-2	-7	0.6	0.12
c1ccc(-n2nnnc2Oc2ccc(-n3ccnc3)cc2)cc1	4	38	0.14	-0.8	0.2	7	7	-0.1	0.096
CN1CCN(C(=O)c2cc(Cl)ccc2Cl)CC1	3	-12	0.46	-0.7	0.2	4	5	-1.6	0.079
Cc1ccc(-n2c(=O)[nH]c3c(C(N)=O)nc(CC(C)C)nc32)cc1	2	1	-0.048	-0.3	-0.1	-15	-3	1.4	0.79
CCCCC(=O)Nc1nn(C)c2nc3c(C)cccc3cc12	6	-1	0.054	0.0	-0.7	10	-5	0.1	0.25
O=C(CCS(=O)(=O)c1cccc2nsnc12)NCc1ccccc1	-10	.	0.032	.	-1.1	4	.	-0.1	0.5
CCOC(=O)c1cnn(-c2cc(C)c3cc(C)cc(C)c3n2)c1N	-8	.	0.24	.	0.8	-6	.	1.4	0.41
COc1ccccc1N1CCN(C(=O)CSc2nc(-c3ccccc3)cc(=O)[nH]2)CC1	-11	3	0.035	0.1	15*	-2	-3	8.7	-0.27
CC(=O)Nc1nc(=S)ss1	-1	5	-0.28	-0.9	-2.5	8	-1	-1.0	0.69
O=C1C(C=NCCCN2CCCC2=O)=C(O)c2ccccc21	-5	-10	-0.32	1.6	0.2	-1	-4	-2.5	-0.48
CC1=CC(C)(C)N=C(Nc2ccc(C)cc2)S1	1	-3	-0.13	0.3	0.0	0	3	-1.2	-5*
c1ccc2c(c1)nc1n2CN(Cc2ccc3c(c2)OCO3)CN1	-3	-3	-0.42	-1.2	1.6	11	2	0.1	0.07
Cc1sc(NC(=O)c2ccco2)nc1-c1ccc2c(c1)CC(C)N2C(=O)C1CC1 (configuration not stated)	5	12	14*	-0.4	-0.5	7	64*	1.5	-3.6*
CC(C)CNS(=O)(=O)c1ccc(CCC(=O)NCC2CCCO2)cc1 (configuration not stated)	-8	.	-0.4	-0.2	-0.4	-4	0	-1.5	-0.068
CC1(c2ccc(Cl)cc2)NC(=O)N(CC(=O)N2CCCC2)C1=O (configuration not stated)	-3	-11	-0.61	-1.4	1.0	0	-2	-0.6	0.016
CN1CCc2c(n(CC(O)CN3C(=O)c4ccccc4S3(=O)=O)c3ccccc23)C1=O (configuration not stated)	6	3	0.21	-6.2	-0.4	.	.	1.4	0.58
Cn1c(Cn2c(=O)sc3ccccc32)nnc1SCC(=O)NCc1ccc(F)cc1	-24	-6	-0.94	0.4	0.2	-11	-2	40*	-0.2
Additional compounds follow:
SMILES	HTR1E antagonist	S1P1 ag-PAM	M1 ag	S1P3 agonist	HTR1E agonist	5HT1a antag	Jurkat tox 60K	5HT1a ag	M1 antag
Cc1onc(-c2ccccc2Cl)c1C(=O)NC1CCS(=O)(=O)C1 (configuration not stated)	4	-28	0.12	0.0	-0.9	-11	-5	-0.1	0.016
CCOC(=O)N1CCC(Nc2ncnc3c2cnn3-c2ccc(Cl)cc2)CC1	-4	6	-0.43	0.2	-0.1	-25	-6	0.7	-0.44
O=C(NCCc1ccccc1)c1ccc2c(c1)N(Cc1ccccc1)C(=O)CS2=O (configuration not stated)	0	-1	-0.2	-0.2	0.7	-12	0	0.8	-0.078
COC(=O)c1c(C)oc2ccc(OC(=O)c3cccs3)cc12	-7	-17	-0.3	-1.3	-0.3	-3	-5	2.5	-0.16
Cn1nnnc1SCc1cn2cccnc2n1	9	8	0.4	-1.0	0.4	-2	3	-1.5	-0.23
CC(=O)NCCc1cc2cc(C)c(C)cc2[nH]c1=O	4	4	-0.27	-0.5	-0.4	-5	-3	-2.0	0.46
COc1ccc(-n2c(Cc3cccn3C)nnc2SCC(=O)Nc2ccccc2C)cc1	-1	-1	-0.12	0.0	-0.6	2	-6	-0.9	0.93
COC(=O)CSc1nsc(SCC(=O)OC)c1C#N	1	-48	-0.39	-0.4	0.2	3	-2	-7.8	0.7
Cc1ccc(NC(=O)CCn2cccc2)cc1Cl	5	7	-0.29	0.1	-0.6	-2	5	-4.3	-0.55
O=S(=O)(c1cccc(C(F)(F)F)c1)N(CCCN1CCOCC1)Cc1cccs1	6	3	-0.72	0.8	-0.5	-12	0	1.4	-1.2
Cc1ccc(OCC(=O)N2CCN(C(=O)Cc3ccccc3)CC2)cc1	-5	-19	-0.18	-1.1	0.6	-7	-3	-2.1	0.078
CCC1CCCCN1CCCn1c(=S)[nH]c2ccccc2c1=O (configuration not stated)	-4	.	-0.4	.	0.3	5	.	-1.3	-1.3
